# N370S GC mod – inhibitors or activators of N370S glucocerebrosidase for Gaucher disease | 0.092% of 330,000 active | P04062 | Potency, µM (top dose mostly 59.4 µM), for inactives: top-dose activity change, negative = inhibition, usual class: inhibitors | N370S GC spleen homogenate, 4MU-glucoside fluorescence;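 note: 0% = full enzyme activity and -100% = no enzyme basal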
# TDP1 inh – TDP1 (human) enzyme inhibition; Q9NUW8; recombinant TDP1, AlphaScreen DNA substrate cleavage; Potency, µM (doses to about 130 µM), for the others: at the highest dose activity change, negative = inhibition, usual class: inhibitors; 0.28% of 350,000 active; note: nearly all actives have a fitted effect of over 40% in size
# Target sequence (Q9NUW8 whole entry, looked up): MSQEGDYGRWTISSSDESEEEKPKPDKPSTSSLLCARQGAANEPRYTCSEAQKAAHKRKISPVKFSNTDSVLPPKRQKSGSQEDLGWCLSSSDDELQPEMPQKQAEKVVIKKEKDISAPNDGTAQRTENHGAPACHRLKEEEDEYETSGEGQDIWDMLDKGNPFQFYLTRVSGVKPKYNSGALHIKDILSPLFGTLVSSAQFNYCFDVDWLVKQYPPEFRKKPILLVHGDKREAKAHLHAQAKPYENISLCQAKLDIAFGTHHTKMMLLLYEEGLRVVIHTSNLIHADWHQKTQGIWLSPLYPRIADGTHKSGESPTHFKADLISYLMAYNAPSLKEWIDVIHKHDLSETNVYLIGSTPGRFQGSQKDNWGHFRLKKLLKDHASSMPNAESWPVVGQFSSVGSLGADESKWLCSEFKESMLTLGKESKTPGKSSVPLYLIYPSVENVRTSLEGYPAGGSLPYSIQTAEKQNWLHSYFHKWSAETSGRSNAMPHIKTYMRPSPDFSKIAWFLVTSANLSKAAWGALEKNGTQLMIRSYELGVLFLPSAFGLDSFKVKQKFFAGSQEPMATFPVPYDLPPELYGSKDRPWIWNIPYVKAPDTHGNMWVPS
#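 Recombinant human Tdp1 (E. coli-expressed, 1 nM final) preincubated with compounds 15 min at room temperature, then 5'-biotin/3'-phosphotyrosine-FITC DNA substrate (15 nM final) added for 5 min. AlphaScreen beads (10 ug/ml final) added 10 min; cleavage lowers signal.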
# FEN1 inh – human FEN1 inhibition; P39748; Recombinant FEN1 flap cleavage, fluorescence, 15 min; Potency, µM (top dose mostly 114 µM), without a hit: top-dose activity change, negative = inhibition, most hits filed as inhibitors; 0.35% of 390,000 active; AID 588795; note: nearly all actives have a fitted effect of over 65% in size
# Target sequence (P39748 whole entry, looked up): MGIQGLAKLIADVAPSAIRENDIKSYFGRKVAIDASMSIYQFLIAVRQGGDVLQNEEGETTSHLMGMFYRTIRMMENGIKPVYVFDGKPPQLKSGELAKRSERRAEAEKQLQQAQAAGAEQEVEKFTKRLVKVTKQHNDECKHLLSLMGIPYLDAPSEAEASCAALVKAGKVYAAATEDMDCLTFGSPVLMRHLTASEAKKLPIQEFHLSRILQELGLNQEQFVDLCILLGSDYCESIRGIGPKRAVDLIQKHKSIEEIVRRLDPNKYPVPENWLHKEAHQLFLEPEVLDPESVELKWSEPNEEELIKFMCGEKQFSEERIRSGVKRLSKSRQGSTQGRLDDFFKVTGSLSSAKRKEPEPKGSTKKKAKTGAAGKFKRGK
#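 Read-out was taken twice, immediately and after 15 min, following addition of 50 nM substrate to 10 nM FEN1 that had sat with test compound for 15 min at room temperature. Curves came from a four-parameter Hill model.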
# * marks the source's active call; other numbers are inactive results; ? = inconclusive; / = not tested or not shown; [ ] = remark or other dose. Calls come from the whole dose curve; as a rule, active = well fitted curve in the direction sought with a large enough effect; inconclusive = small, poorly fitted or top-dose-only effect, or another doubt; inactive = no such curve, though single readings can be large; an effect the other way counts as inactive or inconclusive. Unless noted, % is set by controls: 0 for no effect and ±100 for the full control effect; potency is the fitted concentration of half-maximal effect.
SMILES,N370S GC mod,TDP1 inh,FEN1 inh
Cc1ccsc1C(=O)C1CCCN(Cc2cc(F)ccc2-n2cccn2)C1 (configuration not stated),0.6%,0.0%,5.0%
Fc1cccc(F)c1-n1c(CN2CCCCC2)csc1=S,-18.7%,2.4%,-1.2%
Cc1ccc2c(c1)-c1nc(-c3ccc(Cl)cc3)cc(-c3coc4ccccc4c3=O)c1CO2,/,1.9%,7.8%
COc1cc2c(cc1OC)C(C(=O)NC(C)c1ccccc1)CC(=O)N2 (configuration not stated),-1.5%,2.0%,17.3%
CC1(C)CC(=O)C(CC(=O)N2CCC(Cc3ccccc3)CC2)C(=O)C1,-11.8%,-5.4%,3.3%
COc1cc(OC)c(C2C(C(=O)Nc3ccc(C)cc3C)=C(C)Nc3ncnn32)cc1OC (configuration not stated),9.6%,-2.1%,-12.2%
COc1cccc(NC(=O)CN(C)C(=O)c2cccc(S(=O)(=O)Nc3ccc(C)cc3)c2)c1,/,2.4%,-7.8%
Cc1ccc(C(=O)NCCc2nnc3ccc(NCCCN4CCOCC4)nn23)cc1,1.2%,4.8%,-15.3%
O=C(NC1CC1)c1ccc(-c2ccccc2)cc1,-4.0%,2.9%,-7.4%
Cc1ccc(N(CC(=O)NCCc2ccccc2C)S(=O)(=O)N(C)C)cc1,/,3.8%,1.6%
Cc1ccccc1NC(=O)CSc1nc2ccccc2o1,4.3%,-5.1%,-4.5%
O=C(CN1C(=O)S/C(=C\c2ccc(O)cc2)C1=O)c1ccccc1,-12.2%,/,-4.3%
c1ccc(CCNc2ncnc3ccccc23)cc1,-12.4%,3.1%,13.2%
O=C(O)CC1(CC(=O)Nc2ccccc2C(=O)c2ccccc2)CCCC1,5.2%,8.1%,-2.0%
O=C(CNC(=O)c1ccc(Br)cc1)NCCc1nc2ccccc2[nH]1,5.1%,-3.9%,7.3%
N#C/C(=C\c1ccc(-c2ccccc2Cl)o1)C(=O)Nc1nc2ccccc2s1,0.0%,5.5%,4.0%
COC(=O)c1ccccc1NS(=O)(=O)c1ccc(Cl)nc1,3.5%,4.2%,0.7%
COc1ccc(C(=O)NC(C(=O)NCc2ccccn2)C(C)C)cc1 (configuration not stated),1.6%,5.1%,-4.2%
COc1ccc(C)c2sc(N(CCCN(C)C)C(=O)CS(=O)(=O)c3ccc(F)cc3)nc12,-22.9%,/,-3.1%
CCOC(=O)CN1C(=O)C(O)(c2c(C)[nH]c3ccccc23)c2ccccc21 (configuration not stated),-1.6%,4.7%,-0.6%
CCOCCOC(=O)C1=C(C)N(C)C(=O)NC1c1ccccc1F (configuration not stated),4.3%,2.6%,-4.1%
O=C(CCCN=C1NS(=O)(=O)c2ccccc21)OCC(=O)c1ccccc1,1.0%,-5.7%,1.5%
Cc1ccccc1C(=O)/C(C#N)=N/Nc1c(C)n(C)n(-c2ccccc2)c1=O,15.4%,10.8%,0.9%
NC(=O)COC(=O)c1ccccc1Nc1ccc(SC(F)F)cc1,10.8%,2.7%,-14.8%
Cn1c(=O)c2ccccc2n(Cc2cccc(F)c2)c1=O,2.8%,2.3%,10.2%
O=C(c1ccc(=O)oc1)N1CCN(C(c2ccccc2)c2ccccc2)CC1,-28.6%,8.3%,-11.4%
BrCCOCCOc1ccc2ccccc2c1,5.8%,2.7%,8.3%
CC(C)C(=O)NC(c1ccco1)c1c(O)ccc2ccccc12 (configuration not stated),2.2%,3.1%,-12.0%
O=C1[C@H]2[C@@H](c3ccc(F)cc3)N3C(=O)N(c4cccc(Br)c4)C(=O)[C@@]3(Cc3ccc(Cl)cc3)[C@H]2C(=O)N1C1CCCCC1,-0.6%,/,-1.3%
CCC(C)(c1nnnn1-c1c(C)cccc1C)N(N=O)c1cccc(C(F)(F)F)c1 (configuration not stated),-0.8%,2.8%,-0.3%
Cc1nn(C)c2c1c(C(F)(F)F)cc(=O)n2Cc1cccc(Br)c1,/,7.1%,-4.3%
O=C(NCc1ccccc1)C(c1ccncc1)N(C(=O)c1ccccn1)c1ccccc1 (configuration not stated),-5.8%,5.6%,-4.7%
O=C(OCc1cc2ccccc2[nH]c1=O)c1ccc([N+](=O)[O-])cc1,-1.7%,0.0%,-5.2%
O=C(CCn1cnnn1)N1CCCC(Nc2ccc(F)cc2)C1 (configuration not stated),-0.7%,2.6%[56.1 µM],13.4%
O=C(NCCNC(=O)C(c1ccccc1)c1ccccc1)c1ccco1,2.9%,0.0%,5.7%
CN(C)C(CNC(=O)CN1C(=O)NC2(CCc3ccccc32)C1=O)c1ccco1 (configuration not stated),2.8%,0.0%,3.6%
CCCOc1ccc(/C(O)=C2/C(=O)C(=O)N(c3ccccn3)C2c2ccc(OC)cc2)cc1C (configuration not stated),-13.3%,/,-6.8%
O=C(Nc1nnc(N2CCCCCC2)s1)Nc1ccccc1C(F)(F)F,/,-2.9%,-9.2%
CC(NC(=O)C1CCN(S(=O)(=O)c2cccs2)CC1)c1cccc(Cl)c1 (configuration not stated),/,-3.3%[56.1 µM],-15.2%
CCCNS(=O)(=O)c1ccc(CCC(=O)N2CCCCC2)cc1,17.8%,4.1%,3.0%
COc1cc2[nH]c(=O)n(Cc3ccc(C(=O)NC4CCN(Cc5ccccc5)CC4)cc3)c(=O)c2cc1OC,7.3%,1.6%,-15.2%
c1ccc2c(c1)OCC(c1csc3ncnc(N4CCOCC4)c13)O2 (configuration not stated),-12.0%,5.7%,-16.9%
Cc1ccc(N(C)S(=O)(=O)c2cccc(C(=O)OCC(=O)c3c(N)n(C)c(=O)n(C)c3=O)c2)cc1,/,-0.8%,-4.4%
CC(C)C[C@@H](C)C(=O)N(Cc1ccccc1)c1ccccc1,/,-14.8%,9.9%
Cn1nc(C(=O)N2CCCc3ccccc32)c2ccccc2c1=O,2.1%,7.2%,-2.2%
Cc1c(C(=O)NCc2cccc(Cl)c2)sc2nc3n(c(=O)c12)CCCC3,/,2.6%,0.7%
CC(C)OP(=O)(c1ccc(N(C)C)cc1)C(Nc1ccccc1)c1cccnc1 (configuration not stated),-0.7%,5.4%,-4.4%
CCOC(=O)c1c(NC(=O)CN2C(=O)NC3(CCC(C)CC3)C2=O)sc(C)c1CC (configuration not stated),-17.3%,/,-4.1%
Cc1noc(C)c1NC(=O)N(C)C[C@H]1Oc2ccc(NC(=O)NC(C)C)cc2C(=O)N([C@H](C)CO)C[C@@H]1C,/,-1.4%,4.8%
CCOC(=O)c1sc2nccc(OC)c2c1N=CN(C)C,-5.0%,-2.9%,-2.5%
# Remaining list, next part:
SMILES,N370S GC mod,TDP1 inh,FEN1 inh
Cc1ccc(CNC(=O)c2ccc(CSCc3ccc(Cl)cc3)o2)cc1,/,2.6%,-2.3%
CCC1(C)Cc2c(sc3c2c(=O)n(-c2ccccc2)c(=O)n3C)CO1 (configuration not stated),14.5%,-1.0%,-6.4%
CCOC(=O)c1ccc(N2C(=O)c3n[nH]c(C)c3C2c2cccnc2)cc1 (configuration not stated),-1.2%,2.9%,12.7%
Cc1ccc(-c2nnn(Cc3nc4ccccc4s3)n2)cc1,3.8%,-3.1%,-7.4%
CC(NC(=O)c1cnc2ccccc2n1)c1ccccc1 (configuration not stated),-16.4%,/,-9.6%
CCCc1cc(=O)oc2cc(OCC(=O)N3CCN(C(=O)C4COc5ccccc5O4)CC3)ccc12 (configuration not stated),-14.4%,5.1%,-1.3%
CCc1cccc(-n2nnc(-c3nc(-c4ccc5c(c4)OCO5)no3)c2C)c1,/,-5.3%,2.4%
O=C1CSC(=Nc2ccc(F)cc2)N1,0.2%,/,18.0%
O=c1c2ccccc2nc2n1C(CBr)CN2 (configuration not stated),-10.2%,/,5.8%
CC1(c2ccccc2)CC(C)(C)N(C(=O)CSc2nnc(N)s2)c2ccccc21 (configuration not stated),4.8%,2.7%,-22.3%

# An excerpt from above in order of their number in N370S GC mod, low to high:
SMILES,N370S GC mod,TDP1 inh,FEN1 inh
CCCc1cc(=O)oc2cc(OCC(=O)N3CCN(C(=O)C4COc5ccccc5O4)CC3)ccc12 (configuration not stated),-14.4%,5.1%,-1.3%
O=c1c2ccccc2nc2n1C(CBr)CN2 (configuration not stated),-10.2%,/,5.8%
Cc1ccc(-c2nnn(Cc3nc4ccccc4s3)n2)cc1,3.8%,-3.1%,-7.4%

# 7 compounds already listed, ordered by count of non-hydrogen atoms, low to high:
SMILES,N370S GC mod,TDP1 inh,FEN1 inh
CC(NC(=O)c1cnc2ccccc2n1)c1ccccc1 (configuration not stated),-16.4%,/,-9.6%
Cc1ccc(-c2nnn(Cc3nc4ccccc4s3)n2)cc1,3.8%,-3.1%,-7.4%
CCC1(C)Cc2c(sc3c2c(=O)n(-c2ccccc2)c(=O)n3C)CO1 (configuration not stated),14.5%,-1.0%,-6.4%
Cc1ccc(CNC(=O)c2ccc(CSCc3ccc(Cl)cc3)o2)cc1,/,2.6%,-2.3%
CCOC(=O)c1ccc(N2C(=O)c3n[nH]c(C)c3C2c2cccnc2)cc1 (configuration not stated),-1.2%,2.9%,12.7%
CCc1cccc(-n2nnc(-c3nc(-c4ccc5c(c4)OCO5)no3)c2C)c1,/,-5.3%,2.4%
CCCc1cc(=O)oc2cc(OCC(=O)N3CCN(C(=O)C4COc5ccccc5O4)CC3)ccc12 (configuration not stated),-14.4%,5.1%,-1.3%

# The list continues.
SMILES,N370S GC mod,TDP1 inh,FEN1 inh
CCOc1[nH]n(-c2ccc(Cl)cc2)c(=O)c1C=Nc1ccc(OC)cc1,2.7%,0.0%,-15.1%
O=C(NN=C1CCCC1)c1ccc(O)cc1,-5.8%,3.6%,-4.6%
NC(=O)c1cc(S(=O)(=O)N2CCN(c3cccc(C(F)(F)F)c3)CC2)cs1,/,0.0%,3.1%
COc1ccc(C(=O)c2ccc(N(C)C)cc2)c2ccccc12,?,0.0%,-19.5%
O=C(Cc1ccc(S(=O)(=O)N2CCCC2)s1)Nc1nc2c(s1)CCCC2,0.3%,-2.1%,-19.4%
O=C(CN1CCCC1)Nc1ccc(Cl)cc1C(F)(F)F,-2.4%,2.7%,-6.2%
CCC(=O)c1ccc(OCC(O)CN2CCN(c3ccc(F)cc3)CC2)cc1 (configuration not stated),-1.0%,-1.1%,8.2%
O=C(C1CCC(CNS(=O)(=O)c2ccc(Br)s2)CC1)N1CCN(c2ccc(F)cc2)CC1 (configuration not stated),/,2.5%,3.6%
O=C(Nc1ncc2c(n1)-c1ccccc1OC2)c1ccc(F)cc1,16.2%,5.9%,9.6%
COC(=O)C(O)(CC(=O)Nc1ccccc1OC)C(F)(F)F (configuration not stated),5.8%,1.2%,-2.5%

# Some values from above:
# TDP1 inh, `COc1ccc(C(=O)c2ccc(N(C)C)cc2)c2ccccc12` → 0.0%
# N370S GC mod, `O=C(NC1CC1)c1ccc(-c2ccccc2)cc1` → -4.0%
# N370S GC mod, `O=C(Nc1ncc2c(n1)-c1ccccc1OC2)c1ccc(F)cc1` → 16.2%
# TDP1 inh, `CC(C)C[C@@H](C)C(=O)N(Cc1ccccc1)c1ccccc1` → -14.8%

# The list goes on:
SMILES,N370S GC mod,TDP1 inh,FEN1 inh
CCN(CC)c1ccc(S(=O)(=O)N2CCOCC2)cc1NC(=O)CSc1cccc[n+]1[O-],3.7%,2.7%,-5.3%
CCOc1ccc(-c2nc(C#N)c(N3CCN(Cc4ccccc4)CC3)o2)cc1,3.7%,7.8%,-24.8%
COc1ccccc1CNC(=O)COC(=O)CC1CC2CCC1C2 (configuration not stated),/,-0.6%,4.8%
CCOCCCN1CN(Cc2ccco2)CNC1=S,-0.1%,2.5%,-4.3%
Cc1cc(-c2ccccc2)nc(SCC(=O)c2cccc([N+](=O)[O-])c2)n1,21.4%,7.9%,-2.8%
Cc1cc(NC(=O)COC(=O)c2c(C)c(C)c(C)c(C)c2C)no1,/,0.3%,4.1%

# In the list so far, 6 have a CF3 group.
SMILES,N370S GC mod,TDP1 inh,FEN1 inh
CCC(C)(c1nnnn1-c1c(C)cccc1C)N(N=O)c1cccc(C(F)(F)F)c1 (configuration not stated),-0.8%,2.8%,-0.3%
Cc1nn(C)c2c1c(C(F)(F)F)cc(=O)n2Cc1cccc(Br)c1,/,7.1%,-4.3%
O=C(Nc1nnc(N2CCCCCC2)s1)Nc1ccccc1C(F)(F)F,/,-2.9%,-9.2%
NC(=O)c1cc(S(=O)(=O)N2CCN(c3cccc(C(F)(F)F)c3)CC2)cs1,/,0.0%,3.1%
O=C(CN1CCCC1)Nc1ccc(Cl)cc1C(F)(F)F,-2.4%,2.7%,-6.2%
COC(=O)C(O)(CC(=O)Nc1ccccc1OC)C(F)(F)F (configuration not stated),5.8%,1.2%,-2.5%
